Assay outcomes: PubChem BioAssay, several laboratories
TAAR1 ag – human TAAR1 agonists, primary screen, Fluo-8 calcium fluorescence, CHO RD-HGA16 cells. Trace amine-associated receptor 1 (Homo sapiens), Q96RJ0. vehicle wells 0%, saturating PEA agonist 100%. activation, % at 3 µM. hit rate 0.99% among 360,000. AID 624467, 2012;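 active means activation above the mean activation of all test compounds in the run plus 3 SD, cut at about 38% in these data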
Target sequence (Q96RJ0 whole entry, looked up): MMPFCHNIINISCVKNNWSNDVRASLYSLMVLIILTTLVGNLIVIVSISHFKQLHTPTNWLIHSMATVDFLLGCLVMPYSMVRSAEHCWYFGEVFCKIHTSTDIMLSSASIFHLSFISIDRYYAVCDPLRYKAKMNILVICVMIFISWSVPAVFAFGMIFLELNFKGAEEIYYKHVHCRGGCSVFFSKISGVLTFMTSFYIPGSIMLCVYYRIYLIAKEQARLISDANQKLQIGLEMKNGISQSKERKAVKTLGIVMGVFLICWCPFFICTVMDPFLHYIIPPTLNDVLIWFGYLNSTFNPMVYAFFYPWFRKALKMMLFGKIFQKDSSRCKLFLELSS
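Test system: RD-HGA16 (CHO) cells co-expressing Gα16 and hTAAR1 / Benchmarks: DMSO vehicle as 0%, PEA at EC100 as 100% / Repeats: no replicates (n 1) / Measure: % activation from peak over basal fluorescence ratio, DMSO-to-PEA scaled / Timing: 17-24 h plating, Fluo-8 75 min 37 °C, 30 min RT / Technique: kinetic Fluo-8 calcium fluorescence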
CHRM5 antagonist – human M5 muscarinic receptor antagonists, primary screen, CHO cells, Fluo-8 calcium fluorescence; Muscarinic acetylcholine receptor M5 (Homo sapiens), P08912; CHO-hM5 cells, ACh EC80; inhibition, % at 3 µM; hit rate 0.59% among 360,000; AID 624040, 2012;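 active means inhibition above a per-plate cutoff, the mean of that plate's test compounds plus 3 SD, cut at about 27% in these data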;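 further: 0% = acetylcholine EC80 with DMSO and 100% = DMSO without agonist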
CRFBP-R2 agonist – agonists of CRF-BP/CRF-R2 complex, primary screen, cell-based, HEK293, calcium dye fluorescence, uHTS; CRF-binding protein / CRF receptor 2 complex (human); calcium dye fluorescence (FLIPR); percent of saturating CRF peptide response; activation, % at 13.2 µM; hit rate 0.46% among 350,000;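 active means activation of at least 50%, plus an integration ratio under a set limit after plate pattern correction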;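 further: plate controls were neutral control wells without compound for no effect and CRF at EC100 for full effect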
CHRM5 agonist – human M5 muscarinic receptor agonists, primary screen, CHO-K1 cells, Fluo-8 calcium fluorescence; AID 624037, 2012; activation, % at 3 µM; CHO-K1 hM5 cells; 0% DMSO wells, 100% maximal acetylcholine response; hit rate 0.19% among 360,000;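 active means activation above the run's mean over test compounds plus 3 SD, cut at about 23% in these data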;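 further: signal is peak over basal fluorescence ratio across the kinetic read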
CRFBP-R2 block – antagonists of CRF-BP/CRF-R2 complex, primary screen, cell-based, HEK293, calcium dye fluorescence, uHTS. CRF-induced calcium fluorescence. inhibition, % at 11.8 µM. hit rate 0.59% among 350,000;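 active means inhibition of the ligand-induced calcium signal above about 50% at the single tested concentration, limit read from the data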
CHO-K1 Ca PAM – nonselective calcium activators in parental CHO-K1 cells, primary screen, counter-screen for M1 PAM project, cell-based, Fluo-8 calcium fluorescence, full deck, 1536-well; ATP EC20; 0% at ATP EC20, 100% at ATP max; activation, % at 3 µM; hit rate 0.02% among 360,000;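 active means activation above the run cutoff, the mean activation of all test compounds plus 3 SD, cut at about 40% in these data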;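 further: peak over basal fluorescence ratio in a 140 s read after ATP addition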
TAAR1 antag – human TAAR1 antagonists, primary screen, Fluo-8 calcium fluorescence, CHO RD-HGA16 cells; AID 624466, 2012; hit rate 1.5% among 360,000; antagonist; Trace amine-associated receptor 1 (Homo sapiens), Q96RJ0; inhibition, % at 3 µM;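 active means inhibition above a per-plate cutoff, the mean inhibition of test compounds on that plate plus 3 SD, cut at about 49% in these data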;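 further: 0% = DMSO plus EC80 beta-PEA response and 100% = DMSO alone without agonist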
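System: CHO RD-HGA16 cells bearing hTAAR1. Reagent: EC80 β-phenethylamine stimulus. Schedule: seeding 17-24 h prior, 75-min 37 °C, 30-min RT dye loading. Signal: Fluo-8 intracellular calcium dye fluorescence, real-time kinetic reads. Read-out: % inhibition from peak post-agonist over basal fluorescence ratio. Benchmarks: vehicle wells and EC80 agonist wells. Replicates: n of 1.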
CHRM5 PAM – human M5 muscarinic receptor positive allosteric modulators, primary screen, CHO-K1 cells, Fluo-8 calcium fluorescence | CHO-K1 hM5, ACh EC20 PAM; 0% = ACh EC20, 100% = ACh EC100 | activation, % at 3 µM | hit rate 0.3% among 360,000;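 active means activation above the run cutoff, the mean activation of all test compounds plus 3 SD, cut at about 18% in these data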
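System: CHO-K1 cell line with stable human muscarinic M5 receptor expression | Also added: EC20 acetylcholine as agonist stimulus | Compound: One concentration, 3 µM final (nominal) | Timing: Fluo-8 loading 80 min at 37 °C plus 30 min room temperature | Measured by: Fluo-8 calcium dye fluorescence, kinetic read | Read-out basis: % activation, ACh-normalized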
M4 PAM – human M4 muscarinic receptor positive allosteric modulators, primary screen, CHO-K1 cells, Fluo-8 calcium fluorescence; Muscarinic acetylcholine receptor M4 (Homo sapiens), P08173; CHO-K1 hM4/Gqi5, ACh EC20; 0% = ACh EC20, 100% = maximal ACh; hit rate 0.4% among 360,000; activation, % at 3 µM;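 active means activation above its plate's cutoff, the mean activation of sample wells plus 3 SD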; further: some results filed as inactive read as strong as hits
Target sequence (P08173 whole entry, looked up): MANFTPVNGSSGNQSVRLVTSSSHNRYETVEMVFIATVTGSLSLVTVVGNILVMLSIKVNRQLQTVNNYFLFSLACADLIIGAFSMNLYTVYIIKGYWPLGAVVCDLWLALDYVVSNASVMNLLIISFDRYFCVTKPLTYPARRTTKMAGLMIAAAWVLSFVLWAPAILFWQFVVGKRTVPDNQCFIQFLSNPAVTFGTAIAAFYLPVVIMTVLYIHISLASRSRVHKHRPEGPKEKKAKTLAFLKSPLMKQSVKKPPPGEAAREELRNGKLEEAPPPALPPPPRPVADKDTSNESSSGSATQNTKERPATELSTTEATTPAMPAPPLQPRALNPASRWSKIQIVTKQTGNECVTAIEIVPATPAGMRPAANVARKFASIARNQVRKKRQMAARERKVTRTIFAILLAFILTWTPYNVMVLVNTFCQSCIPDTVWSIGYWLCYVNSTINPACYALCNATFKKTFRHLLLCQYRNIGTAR
* hit, by the source's call; · = no result given. Rows are unselected; any-hit rate near 4.2%.

Order of results: CHRM5 agonist	CHRM5 antagonist	CHO-K1 Ca PAM	CHRM5 PAM	CRFBP-R2 block	TAAR1 ag	M4 PAM	TAAR1 antag	CRFBP-R2 agonist
C[C@@H]1CN([C@H](C)CO)C(=O)c2cc(-c3ccccc3)cnc2O[C@@H]1CN(C)C(=O)C1CCOCC1
→ 1	2	-2	-1	-11	0	-2	2	-0.1
N#CCCn1cc(C=C(C#N)C#N)c(-c2ccc(-c3ccccc3)cc2)n1
→ -2	-2	12	-1	-5	1	1	-8	2.1
Cc1ccn2cc(C34CC5CC(CC(C5)C3)C4)nc2c1
→ -9	3	5	-10	15	16	-19	0	-2.7
O=C(CSC1=NCCS1)N1CCCCCC1
→ -2	-1	19	3	-1	0	4	-7	0.5
O=C(CNC(=O)c1ccccc1)OCc1ccc([N+](=O)[O-])cc1
→ -3	-6	7	3	18	7	14	-2	0.4
Cc1cccc(CSc2nc3c(c(=O)n2C)SCC3)c1
→ 3	36*	-11	-32	60*	1	-25	2	0.1
C[C@H]1CN([C@@H](C)CO)S(=O)(=O)c2ccc(C#Cc3ccccn3)cc2O[C@@H]1CN(C)C(=O)C1CC1
→ -1	11	18	-1	2	3	0	4	-1.0
Cc1ccc2ncnc(-c3ccccc3)c2c1
→ -2	-5	7	1	11	-1	-1	-7	-1.3
CC(C)NC(=S)NCc1cccnc1
→ -2	1	-8	-5	7	2	0	-7	-2.6
CCCc1cc(=O)oc2cc(C)cc(OCC(=O)Nc3ccc(S(N)(=O)=O)cc3)c12
→ -6	3	17	6	-3	1	4	-9	0.1
CCOC(=O)c1ccccc1NC(=O)CN1CCC(n2nnc3cc(F)ccc32)CC1
→ 0	4	17	9	-28	-1	10	-22	-0.4
c1ccc(OCc2nnc3n2CCCCC3)cc1
→ 2	-5	25	7	0	-2	-3	9	-0.8
COc1cccc(-c2coc3c(C)c4oc(=O)c(CCC(=O)O)c(C)c4cc23)c1
→ 0	2	-2	6	5	6	-11	7	-0.5
CCc1ccc(NS(=O)(=O)c2ccc(OC)c(C)c2)cc1
→ 0	2	19	-6	-9	15	-2	12	-1.9
CCCc1cc(=O)n2[nH]c(CCc3ccccc3)nc2n1
→ -1	-2	21	5	15	4	2	-3	-2.5
Cc1ccc(-c2nc3ccccc3[nH]2)cc1NC(=O)c1sc2ccccc2c1Cl
→ -6	4	4	4	12	0	5	18	-1.8
CC1CCN(Cc2c(O)ccc3c2O/C(=C\c2ccco2)C3=O)CC1
→ 0	1	18	4	-6	·	7	·	28
CCNc1nc(NCC)nc(OCCOC(=O)Nc2ccccc2)n1
→ -2	-6	23	2	-2	5	6	-27	-1.1
O=C(COc1coc(CN2CCCc3ccccc32)cc1=O)Nc1ccc([N+](=O)[O-])cc1
→ 3	-5	-9	-2	11	7	20	-17	14
O=C(Nc1cccc(S(=O)(=O)N2CCOCC2)c1)c1c2c(nc3ccccc13)CCC2
→ 0	-3	19	2	2	3	-2	-21	0.3
Cc1ccc(C(=O)Nc2cc(C(F)(F)F)ccc2N2CCCCC2)cc1[N+](=O)[O-]
→ 0	-6	9	5	-8	7	7	-19	4.1
COc1ccc(NC(=O)N2C3CCCC2CC(NC(=O)C2CC2)C3)cc1 (centres undefined)
→ -2	19	3	-5	2	-1	-2	-6	-1.7
COC(=O)[C@H](Cc1ccccc1)NC(=O)c1ccc2ccccc2n1
→ -1	-3	9	4	2	-3	-10	-28	0.8
COc1ccc(C(=O)NC2CCCc3ccccc32)cc1[N+](=O)[O-] (centres undefined)
→ 0	-2	18	-3	6	1	-5	2	-0.7
COCc1ccc(CN2CCCC(C(=O)Nc3ccc(-c4cccc(OC)c4)cc3)C2)o1 (centres undefined)
→ -4	3	-12	-10	-6	7	-1	46	2.8
CC(C)(Oc1ccc(Cl)cc1)C(=O)NCCCn1ccnc1
→ -5	2	23	1	21	1	2	-6	-1.2
C=CCn1c(-c2ccccc2)ccc(C#N)c1=O
→ -3	5	19	0	2	4	0	1	0.5
COc1ccc(/C=C/c2nc(S(=O)(=O)c3ccccc3)c(NCCCN(C)C)o2)cc1OC
→ -8	8	31	0	-9	4	6	-29	1.1
c1ccc(-c2cn3c(n2)-c2ccccc2C3)cc1
→ -1	-7	19	3	-3	-2	3	-2	1.8
O=C(CNS(=O)(=O)c1ccccc1)Nc1cccc([N+](=O)[O-])c1
→ 4	3	9	3	1	8	2	9	-0.5

Order of results: CHRM5 agonist	CHRM5 antagonist	CHO-K1 Ca PAM	CHRM5 PAM	CRFBP-R2 block	TAAR1 ag	M4 PAM	TAAR1 antag	CRFBP-R2 agonist
Cc1noc(C)c1COC(=O)COc1ccc2c(C)cc(=O)oc2c1
→ -6	-7	13	1	1	6	1	-1	-1.5
Cc1nc(C2COc3ccccc3O2)sc1C(=O)O (centres undefined)
→ 3	1	7	4	-3	1	-5	8	-1.0
CCOC(=O)c1ccc(NC(=O)CSc2nc(NC(=O)c3ccccc3)c3c(C)c(C)oc3n2)cc1
→ 0	3	1	3	4	1	4	-1	-1.0
Cc1ccc(NS(=O)(=O)c2ccc(C)c(C(=O)NCC(c3ccccc3)N(C)C)c2)cc1 (centres undefined)
→ -1	6	-8	3	-17	20	4	5	5.0
COC(=O)c1ccc(-c2noc(CN(Cc3nccn3C)C(C)C)n2)cc1
→ -10	5	13	-4	10	3	-10	-11	-0.5
COc1ccc(C(O)(C(C)C)C(CN2CCOCC2)c2ccc(Cl)cc2)cc1 (centres undefined)
→ -3	5	-4	0	-17	21	1	-39	3.4
COc1ccc(C)c(S(=O)(=O)Nc2ccc(OCC(=O)O)cc2)c1
→ 4	2	2	-3	16	2	5	-15	-0.6
CCCC1CCC(c2ccc(OCC)cc2)=CC1=O (centres undefined)
→ -5	0	10	6	-5	0	2	-34	0.7
CN1CCC(N(C)C(=S)Nc2ccc(SC(F)F)cc2)CC1
→ 3	6	9	-9	-31	0	-13	7	0.3
COc1cccc(NC(=O)c2nc3ncccn3n2)c1
→ 1	1	7	2	-6	4	7	-14	-1.0
Cc1c(C(=O)N2CCC3(CC2)CC(=O)c2ccccc2O3)cccc1[N+](=O)[O-]
→ 6	8	-8	-7	4	8	6	1	-0.4
CCOc1cc(/C=N/N=C(/N)c2nonc2N)cc(Br)c1OCc1ccc(Cl)cc1
→ -1	3	2	-5	-10	6	-7	-27	2.8
CC12CCC(=O)N1C(C(=O)N1CCN(S(=O)(=O)c3ccc(F)c(F)c3)CC1)CS2 (centres undefined)
→ -1	9	7	1	2	2	4	-23	-1.1
CCc1ccccc1S(=O)(=O)Cc1ccc(C(=O)NCC2CCCO2)o1 (centres undefined)
→ 3	-2	3	2	3	15	14	-9	-1.3
COCCn1c(SCc2cccnc2)nnc1-c1ccco1
→ 0	-14	18	13	6	1	-1	1	-1.5
COC(=O)c1ccccc1NC(=O)/C=N/O
→ -4	-3	-5	-3	3	11	1	8	-2.2
COc1ccc(C(=O)Nc2nc3ccccc3s2)c(OC)c1
→ -6	10	-5	-3	-3	4	-8	-20	-0.6
CCOC(=O)C1=C(CSc2nc3c(cc2C#N)CN(C)CC3)OC(N)=C(C#N)C1c1ccccc1 (centres undefined)
→ -1	7	11	3	-11	7	-6	5	34
O=C(Nc1ccc(F)c(Cl)c1)c1cc(C2CCCCN2C(=O)C2CC2)on1 (centres undefined)
→ 2	-5	14	-1	·	8	8	10	·
CCOC(=O)c1c(NC(=O)CCN2C(=O)c3ccccc3C2=O)sc(C(=O)OC(C)C)c1C
→ 1	0	5	1	-3	4	-1	2	-0.3
COc1ccc(CCNC(=O)Cn2cnc3c2c(=O)n(C)c(=O)n3C)cc1OC
→ -6	-2	-10	1	20	4	1	0	4.4
COc1cc2c(cc1NC(=S)NC(=O)c1c(OC)cccc1OC)oc1ccccc12
→ -3	-5	21	5	10	1	1	6	0.3
CC(=O)Nc1cccc(-c2cc(NC(C)=O)c3ncc(-c4cccc(C(C)=O)c4)n3c2)c1
→ 3	7	3	-9	·	9	-8	19	·
CCOC(=O)c1c(C)oc2c1c(C(c1ccncc1)N1CCOCC1)c(O)c1ccccc12 (centres undefined)
→ ·	·	·	·	-6	0	·	0	0.3
CCOC(=O)CSc1nnc(NC(=O)c2cccc([N+](=O)[O-])c2C)s1
→ 1	2	16	1	-7	7	-1	-15	-2.2
CC[n+]1c(/C=C/c2c[nH]c3ccccc23)ccc2cc(C)ccc21
→ ·	·	·	·	-303	12	·	18	271*
CCCOc1ccc(-c2c(C(=O)N/N=C(\C)c3cccnc3)nnn2-c2nonc2N)cc1
→ -4	-4	14	6	0	6	3	-34	2.1
COc1ccc(S(=O)(=O)NC(C)C(=O)N2CCCC2)cc1C (centres undefined)
→ 0	4	12	1	-6	1	3	13	-0.2
CC(C)(C)c1ccc(CC(=O)N2CCC2(C)C(=O)Nc2ccc(F)cc2F)cc1 (centres undefined)
→ 1	-2	10	-2	·	10	-6	-2	·
CCCCCC(=O)NC(Cc1ccc(OC)c([N+](=O)[O-])c1)C(=O)O (centres undefined)
→ -2	4	-3	0	15	6	1	2	-0.7

Order of results: CHRM5 agonist	CHRM5 antagonist	CHO-K1 Ca PAM	CHRM5 PAM	CRFBP-R2 block	TAAR1 ag	M4 PAM	TAAR1 antag	CRFBP-R2 agonist
CCCCn1c2ccccc2c2nnc(SCCN3CCCCC3)nc21
→ -6	18	-13	-13	-20	0	-17	-14	-3.0
CCCCOC(=O)n1c(SCC(=O)N(CC)CC)nc2ccccc21
→ -2	13	10	-13	4	8	-8	-3	-0.3
O=C(Nc1nnc(C2=COCCO2)o1)c1ccc([N+](=O)[O-])s1
→ -4	24	-5	-10	-5	0	4	-16	-1.5
COc1ccc(-c2nc3ccc(Br)cn3c2Cc2ccccc2)cc1OC
→ 0	13	3	-1	·	0	0	-4	·
C[C@]12c3[nH]c4cc(-c5ccco5)ccc4c3CCN1C(=O)[C@@H](CC(=O)NCCC1=CCCCC1)C[C@@H]2C(=O)N1CCOCC1
→ 0	-15	3	3	6	·	0	·	0.5
COc1ccccc1OCc1nc(-c2ccc([N+](=O)[O-])cc2)no1
→ -1	0	14	-9	-1	11	1	29	4.4
O=C1CCCN1CCCNc1ncnc2c1cnn2-c1ccc(Cl)cc1
→ 4	-1	24	-3	0	3	7	-8	-1.2
